Assay outcomes (PubChem BioAssay)
OXTR agonist: agonists of human oxytocin receptor; 320,000 tested, 0.32% active; AID 2435; P30559; activation, % at 3 µM; CHO-OTR cells, Fluo-8 calcium fluorescence; normalized: DMSO 0%, oxytocin 100%;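 active means activation above the mean of all tested compounds plus 3 SD, cutoff set per screening run, cut at about 20% in these data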;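 further: peak over basal fluorescence ratio from a 100 s FLIPR kinetic read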
Target sequence (P30559 whole entry, looked up): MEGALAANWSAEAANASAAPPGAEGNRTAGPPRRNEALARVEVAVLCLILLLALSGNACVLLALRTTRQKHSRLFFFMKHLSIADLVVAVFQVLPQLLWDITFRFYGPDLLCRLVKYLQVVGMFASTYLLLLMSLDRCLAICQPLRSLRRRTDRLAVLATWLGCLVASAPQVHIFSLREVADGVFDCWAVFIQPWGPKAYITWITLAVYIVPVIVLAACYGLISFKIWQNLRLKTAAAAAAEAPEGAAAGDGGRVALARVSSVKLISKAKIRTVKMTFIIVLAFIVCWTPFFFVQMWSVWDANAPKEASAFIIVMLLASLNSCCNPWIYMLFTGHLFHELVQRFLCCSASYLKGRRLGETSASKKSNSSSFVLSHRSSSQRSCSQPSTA
Starred values were filed as active, the others as inactive. An excerpt; the hit share may differ from the screen's.

item	Compound	OXTR agonist
1	COc1ccc(-c2cn3nc(C)c(C)nc3n2)cc1OC	1.4
2	O=C(CN1C(=O)NC2(CCc3ccccc32)C1=O)NCc1cccc(C(F)(F)F)c1 (stereo not given)	-0.1
3	COc1ccc(NC(=O)COC(=O)Cn2cnc3ccccc3c2=O)c(OC)c1	1.2
4	Cc1ccc(C(=O)OCC(=O)NC(=O)NCc2ccccc2)cc1C	-1.0
5	COC(=O)C1=C(C)N(Cc2ccccc2)C(=NCc2ccc3c(c2)OCO3)N[C@H]1c1ccccc1	10
6	CCOC(=O)C1=CC[C@H]2c3c(c4ccccc4n3C)C(=O)C1N2C	0.3
7	COc1ccc(-c2sc3cc4c(cc3c2C#Cc2cncn2C)OCO4)cc1	0.6
8	O=C(NCc1ccc(F)cc1)C1CC(=O)N(C2CCCC2)C1 (stereo not given)	-0.4
9	CC1CCCN(C(=O)C2CCN(C(=O)Nc3ccccc3)CC2)C1 (stereo not given)	1.5
10	CCN(C(=O)COC(=O)/C(=C/c1ccccc1)n1nnnc1C)C1CCCCC1	1.2
11	COc1ccccc1C(=O)NS(=O)(=O)c1ccc(C)cc1	1.9
12	CCCn1c(N)c(C(=O)CSc2ncn[nH]2)c(=O)n(C)c1=O	2.2
13	CC(=O)c1ccc(S(=O)(=O)Nc2ccc(C(=O)NCCCn3ccnc3)cc2)cc1	-0.8
14	C[C@H](CO)N1C[C@H](C)[C@@H](CN(C)S(=O)(=O)c2cn(C)cn2)Oc2c(NS(=O)(=O)c3ccc(F)cc3)cccc2C1=O	0.1
15	COC(=O)c1c(-c2ccsc2)sc2ccc(-c3cc(OC)c(OC)c(OC)c3)cc12	1.2
16	Cc1ccc(S(=O)(=O)N2CCOCC2)cc1NC(=O)CSc1nnc2n1CCCCC2	0.3
17	CCN1CCN(c2ccc(S(=O)(=O)N3CCOCC3)cc2NC(=O)c2ccc(C)c(C)c2)CC1	0.6
18	COc1ccc(C2=NN(C(=O)CSc3nc(=O)n4ccc(C)cc4n3)C(c3ccc(C)cc3)C2)cc1 (stereo not given)	-0.3
19	CCN(CC)S(=O)(=O)c1ccc(OC)c(NC(=O)CCc2c(C)noc2C)c1	-1.2
20	CCOC(=O)N1CCN(C(=O)COc2ccc3oc4c(c3c2)CCCC4)CC1	-2.1
21	Cc1ccccc1-c1cc(C(=O)NCc2cccc(C(F)(F)F)c2)n(CC2CC(c3cccnc3)=NO2)n1 (stereo not given)	1.2
22	COc1cc(OC)cc(C(=O)NC(C(=O)NCCc2ccccn2)C(C)C)c1 (stereo not given)	0.7
23	O=S(=O)(Nc1ccccc1N1CCOCC1)c1ccccc1C(F)(F)F	-2.5
24	CCNS(=O)(=O)c1ccc(C(=O)OCC(=O)N2CCCc3ccccc32)cc1	2.0
25	Cc1ccc(S(=O)(=O)N(C)c2ccc(OC(=O)c3cccs3)cc2)cc1	2.9
26	O=C(COC(=O)c1ccccn1)NCc1ccc(Cl)cc1Cl	-1.0
27	Nc1c(Cl)cc(C2=NCCn3c2c2ccc([N+](=O)[O-])cc2[n+]3[O-])cc1Cl	-0.2
28	Cc1ccc(S(=O)(=O)CCC(=O)NC2CCCCC2)cc1	-1.1
29	Cc1ccc[n+](CC(=O)c2ccc(NC(=O)c3ccccc3)cc2)c1C	-1.6
30	Cc1c(C(=O)O)sc(S(=O)(=O)N2CCN(C(=O)Cc3ccccc3Cl)CC2)c1C(=O)O	-0.1
31	Cc1ccccc1NC(=O)C(C)OC(=O)c1ccccc1C(=O)N(C)c1ccccc1 (stereo not given)	-0.8
32	Cc1ccc(-c2csc(NS(=O)(=O)c3cccc(F)c3)n2)o1	1.6
33	CCCCN1C(=N)N([C@@H](C)CN2CCC[C@H]2CN2C(N)=NC[C@H]2C(C)C)C[C@H]1[C@H](C)CC	0.2
34	CCCCn1c(N)c(N(CC)C(=O)COc2ccc(C#N)cc2)c(=O)[nH]c1=O	0.2
35	COc1cccc(/C=C/C(=O)OCC(=O)Nc2ccc3[nH]c(=O)[nH]c3c2)c1OC	0.5
36	CSc1cccc(N2CC(C(=O)NCCN3C(=O)S/C(=C\c4cccnc4)C3=O)CC2=O)c1 (stereo not given)	-1.2
37	CN(CC(=O)Nc1cccc(F)c1)C(=O)c1ccc(-n2cncn2)c([N+](=O)[O-])c1	0.0
38	CC(=O)N1CCN(C(=O)COC(=O)/C=C/c2ccccc2[N+](=O)[O-])CC1	1.6
39	CC(C)(C)OC(=O)C[C@H]1C/C=C\C[C@@H](CC(=O)N[C@@H](CO)Cc2ccccc2)C(=O)N2CCC[C@@H]2COC1=O	-0.4
40	CCCN(CC(=O)Nc1ccccc1OC)C(=O)CSc1nc(C)cc(C)n1	-0.4
41	COc1ccc(OC)c(Nc2cc(C)nc3ccc(C)cc23)c1	-0.2
42	O=C(Nc1cc2c3c(c1)CC(=O)N3CCC2)c1ccco1	0.7
43	COc1ccc(CN(C)C(=O)CCN(c2ccccc2)S(=O)(=O)c2ccc(C)cc2)c(OC)c1	-0.5
44	Nn1c(SCC(=O)Nc2ccc(OC(F)F)cc2)nnc1-c1ccco1	-0.2
45	CCCCn1c(=S)[nH]c2cc(S(=O)(=O)N3CCOCC3)ccc21	2.1
46	COc1cccc(NC(=O)CSc2nnc(CNC(=O)c3ccco3)n2C)c1	0.1
47	COc1ccc(Cc2cc(NCc3ccccc3)c3ncn(C(C)C)c3c2)cc1	0.0
48	CC1CN(C(=O)COC(=O)c2cccc(NS(=O)(=O)c3ccccc3)c2)CC(C)O1 (stereo not given)	0.2
49	CCn1nc(C(=O)Nc2ccccc2N2CCCC2)c2ccccc2c1=O	-1.2
50	N#CC1(NC(=O)COC(=O)c2cc([N+](=O)[O-])ccc2N2CCOCC2)CCCCC1	-0.2
51	O=C(COC(=O)C1CCN(c2ccc(C(F)(F)F)cn2)CC1)NCc1ccc(Cl)cc1Cl	0.4
52	COc1ccccc1NC(=O)Nc1nc(CC(=O)Nc2ccc(F)cc2)cs1	-1.2
53	O=C(CC(NCCN1CCOCC1)C(=O)O)Nc1cccc(Cl)c1 (stereo not given)	0.5
54	CC(NC(=O)COC(=O)CCC(=O)c1ccc(F)cc1)c1ccccc1 (stereo not given)	-1.2
55	Cc1nnc(SCC(=O)Nc2sc3c(c2C(N)=O)CCC(C)C3)[nH]c1=O (stereo not given)	0.6
56	COC(=O)c1ccccc1S(=O)(=O)N1CCC(C(=O)OCc2ccc([N+](=O)[O-])cc2)CC1	4.9
57	COc1ccc(CC(=O)OCC(=O)c2ccc(F)cc2)cc1	-1.9
58	COc1ccc(-c2sc3ccccc3c2C#Cc2cncn2C)cc1	-0.3
59	N#Cc1ccccc1OCC(=O)NNC(=O)CCNC(=O)c1ccccc1	1.5
60	CC[C@@]1(C(=O)OC)N[C@H](CN(C)C(=O)c2ccccc2)[C@@H]2C(=O)N(C)C(=O)[C@@H]21	1.3

(continued)
item	Compound	OXTR agonist
61	Cc1ccc(C)c(NC(=O)COC(=O)c2ccc[n+]([O-])c2)c1	1.0
62	COc1ccc([N+](=O)[O-])cc1NC(=O)C(C)OC(=O)Cn1[nH]c(=O)c2ccccc2c1=O (stereo not given)	0.0
63	O=C(c1cnn(C(=O)c2ccccc2F)c1)c1ccccc1O	0.7
64	Cc1cc(=O)[nH]c(SCC(=O)N2CC3(C)CC2CC(C)(C)C3)n1 (stereo not given)	0.9
65	COc1ccc(Cl)cc1-c1nc(SCC(=O)N(C)C2CCS(=O)(=O)C2)n[nH]1 (stereo not given)	0.1
66	COc1ccc([C@@H]2CC=C(C(=O)O)[C@H](c3ccccc3F)N2S(=O)(=O)c2ccccc2C)cc1	-1.2
67	O=C(CN1CCN(c2cccc(C(F)(F)F)c2)CC1)N(C1CCCC1)C1CCS(=O)(=O)C1 (stereo not given)	-1.2
68	O=S(=O)(Nc1ccc(O)c2ccccc12)c1ccc(F)cc1	1.9
69	CCNC(=O)N(C)C[C@H]1N[C@@](CC)(C(=O)OC)[C@H]2C(=O)N(C)C(=O)[C@@H]12	2.4
70	COc1cc(/C=C/C(=O)O)cc(S(=O)(=O)Nc2ccccc2C(=O)NCc2ccco2)c1OC	0.3
71	COCCn1c(C)cc(C(=O)CN2C(=O)NC3(CCCCCC3)C2=O)c1C	-0.9
72	Cc1cc(S(=O)(=O)N2CCN(CC(=O)NCCc3cccs3)CC2)ccc1Br	0.9
73	CC1CN(C(=O)CCNC(=O)c2ccc(Br)cc2)CC(C)O1 (stereo not given)	-0.2
74	CN1CCN(S(=O)(=O)c2cccc(C(=O)N(C)Cc3cccs3)c2)CC1	1.2
75	CCCCN(C(=O)c1cc(-c2ccco2)nc2ccccc12)c1c(N)n(CCCC)c(=O)[nH]c1=O	-1.2
76	CCCCn1c(N)c(N(CCOC)C(=O)c2ccc(C)o2)c(=O)[nH]c1=O	0.1
77	CSCc1ccc(C(=O)OCc2nc3ccccc3s2)o1	0.3
78	COc1ccc(NS(=O)(=O)c2cccc(C(=O)NNC(=O)CNC(=O)c3ccccc3F)c2)cc1	-0.1
79	CN(C)S(=O)(=O)c1cc(NC(=O)COC(=O)c2nc(Cl)ccc2Cl)ccc1Cl	1.9
80	COc1ccccc1NC(=O)NC1CC(=O)N(c2ccc3c(c2)OCCO3)C1 (stereo not given)	1.5
81	OC[C@H]1OC(O)[C@@H](O)[C@@H](O)[C@@H]1O (stereo not given in full)	0.0
82	COc1ccc(CNC(=O)CN(C)S(=O)(=O)c2ccc3c(c2)OCCO3)cc1OC	-0.8
83	OC(c1ccccc1)C(O)c1ccccc1 (stereo not given)	0.6
84	CSc1ccc(S(=O)(=O)NCC(=O)OCC(=O)N(C)C2CCCCC2)cc1[N+](=O)[O-]	0.4
85	Cc1cccc(C(=O)OCC(=O)N2CCN(C(=O)c3ccco3)CC2)c1O	1.4
86	CCCCn1c(N)c(N(Cc2ccccc2OC)C(=O)COc2ccc(C)cc2)c(=O)[nH]c1=O	-0.1
87	CCOc1ccc(N2CC(C(=O)Nc3cccc(C(=O)NC4CC4)c3)CC2=O)cc1 (stereo not given)	-0.2
88	CC(C)c1ccc(NC(=O)COC(=O)CC2CCCC2)cc1	-2.2
89	COc1cc2c(cc1O)CCN(C(=O)CSc1nncn1C)[C@@H]2C	1.1
90	CC(NC(=O)CSC(=S)N1CCCC1)c1ccc(S(N)(=O)=O)cc1 (stereo not given)	0.9

Exported with each value named: 3 of the compounds above
82. COc1ccc(CNC(=O)CN(C)S(=O)(=O)c2ccc3c(c2)OCCO3)cc1OC
  OXTR agonist = -0.8

83. OC(c1ccccc1)C(O)c1ccccc1 (stereo not given)
  OXTR agonist = 0.6

84. CSc1ccc(S(=O)(=O)NCC(=O)OCC(=O)N(C)C2CCCCC2)cc1[N+](=O)[O-]
  OXTR agonist = 0.4

(continued)
item	Compound	OXTR agonist
91	C[C@H]1CN([C@@H](C)CO)C(=O)Cc2cc(NC(=O)CCN3CCOCC3)ccc2O[C@@H]1CN(C)Cc1ccc(Oc2ccccc2)cc1	0.5
92	C=CCC[C@@H](Cc1ccc(F)cc1)C(=O)OC[C@H](Cc1c[nH]c2ccccc12)NC(=O)[C@@H](CC=C)CC(=O)N[C@H](CO)Cc1ccccc1	0.8
93	CCn1c(=S)[nH]c2cc(S(=O)(=O)N3CCOCC3)ccc21	1.4
94	CCc1cccc(C)c1NC(=O)CN1C(=O)NC(C)(CCC(C)C)C1=O (stereo not given)	-0.1
95	Cn1cc(S(=O)(=O)N2CCCC2)cc1C(=O)O	2.2
96	COCCn1c(C)cc(C(=O)COC(=O)CCS(=O)(=O)c2ccc(C)cc2)c1C	-2.2
97	CCOC(=O)c1c(C)[nH]c(C)c1C(=O)COC(=O)[C@@H](NC(=O)c1ccco1)C(C)C	-0.1
98	COc1cc(OC)cc(C(=O)OC(C)C(=O)NC2CCCc3ccccc32)c1 (stereo not given)	-1.3
99	CC1CC(C)CN(C(=O)C2CCN(C(=O)Nc3ccccc3)CC2)C1 (stereo not given)	-0.5
100	O=C(NNC(=O)c1cccc(C(F)(F)F)c1)c1ccc(-n2cnnn2)cc1	1.2
101	O=C(COC(=O)CNC(=O)c1ccc(Cl)cc1Cl)NC1CCCCCCC1	-0.8
102	CC(C)NC(=O)N(C)C[C@H]1Oc2ccc(NC(=O)CCN3CCOCC3)cc2C(=O)N([C@H](C)CO)C[C@@H]1C	1.2
103	COc1cccc(N2CCN(C(=O)c3cn(Cc4ccccc4)nc3-c3cccnc3)CC2)c1	1.4
104	Cc1ccc(C(=O)N2CCN(c3ccc(N4CCOCC4)nn3)CC2)cc1	-1.2
105	Cc1ccc2nc(SCC(=O)NCc3ccc4c(c3)OCO4)nc(=O)n2c1	-0.5
106	CC(=O)OC[C@]12CC[C@H]3[C@@](C)(CC[C@H]4C(C)(C)CCC[C@]34C)[C@@H]1C[C@H](C1=CC(=O)O[C@@H]1OC(C)=O)O2	4.0
107	CCOc1ccc(OCCC(=O)N(CC)CC(=O)Nc2ccccc2C(F)(F)F)cc1	4.9
108	Cc1ccc(SCC(=O)NNC(=O)CCS(=O)(=O)c2ccc(C)cc2)cc1	-0.4
109	CS(=O)(=O)c1cccc(NC(=O)CSc2nnc3n2CCCCC3)c1	-0.1
110	C[C@H](CO)N1C[C@H](C)[C@@H](CN(C)S(C)(=O)=O)Oc2c(NC(=O)C3CC3)cccc2C1=O	3.4
111	CC1CN(S(=O)(=O)c2cccc(C(=O)N(C)C3CCN(C)CC3)c2)CC(C)O1 (stereo not given)	1.1

Filtered by structure: the entries above containing a CF3 group
item	Compound	OXTR agonist
2	O=C(CN1C(=O)NC2(CCc3ccccc32)C1=O)NCc1cccc(C(F)(F)F)c1 (stereo not given)	-0.1
21	Cc1ccccc1-c1cc(C(=O)NCc2cccc(C(F)(F)F)c2)n(CC2CC(c3cccnc3)=NO2)n1 (stereo not given)	1.2
23	O=S(=O)(Nc1ccccc1N1CCOCC1)c1ccccc1C(F)(F)F	-2.5
51	O=C(COC(=O)C1CCN(c2ccc(C(F)(F)F)cn2)CC1)NCc1ccc(Cl)cc1Cl	0.4
67	O=C(CN1CCN(c2cccc(C(F)(F)F)c2)CC1)N(C1CCCC1)C1CCS(=O)(=O)C1 (stereo not given)	-1.2
100	O=C(NNC(=O)c1cccc(C(F)(F)F)c1)c1ccc(-n2cnnn2)cc1	1.2
107	CCOc1ccc(OCCC(=O)N(CC)CC(=O)Nc2ccccc2C(F)(F)F)cc1	4.9
